Source: PubChem BioAssay
mouse EphA4 binding = inhibitors of EphA4 binding to KYL peptide, primary screen, biochemical, colorimetric, mouse EphA4 (AID 689); Ephrin type-A receptor 4 (Mus musculus); EphA4-AP binding to KYL peptide, pNPP A405; higher % means a stronger effect; one-dose inhibition, % at 10 µM; IC50 in µM for titrated hits; 0.1% of 62,000 active; in the data active = a potency from the dose series; inactive = the rest, 99 in 100 with inhibition below about 22%
* marks the source's active call; other numbers are inactive results. This is a subset (hit frequency here may not be typical).

mouse EphA4 binding	molecule
-6.4%	Cc1ccc(S(=O)(=O)Nc2ccc3nc(N)sc3c2)cc1
12.3%	CN(C)C(=S)NC1(C)CCS(=O)(=O)C1 (configuration not stated)
11.5%	O=C(Nc1ccccc1[N+](=O)[O-])c1nc[nH]c1C(=O)NCCO
0.5%	COc1ccc(CNC(=O)c2ccc3c(c2)N(C)C(=O)CS3=O)cc1 (configuration not stated)
-7.6%	O=C(Nc1ccc(C(=O)N2CCOCC2)cc1)Nc1cccc(Cl)c1
14.5%	CCCCOC(=O)Nc1cc(OC)c(Cl)cc1OC
-8.0%	O=C(Cn1nc(-c2ccccc2F)ccc1=O)NCc1ccc2c(c1)OCO2
-6.0%	Cc1cc(Cl)ccc1NC(=O)c1ccc(I)cc1
-22.9%	CC1(C)CC(=O)C/C(=N/NC(=O)CCCOc2ccc(Cl)cc2Cl)C1
-1.0%	Clc1ccc(OCc2nc(-c3ccc(Br)o3)no2)cc1
1.0%	CCCC(c1nnnn1Cc1cccs1)N1CCN(c2ccc(OC)cc2)CC1 (configuration not stated)
-8.6%	Cc1ccc(CNC(=O)c2ccc(N3CCCC3=O)cc2)cc1
-3.8%	CCOC(=O)c1cc(-c2ccccc2)sc1NC(=O)CC(C)C
-2.8%	O=C1CN(C(=O)COC(=O)COc2ccc3c(c2)CCC3)c2ccccc2N1
-2.4%	Cc1nn(-c2ccccc2)c(Cl)c1C(=O)N1CCN(c2ncnc3c2cnn3-c2ccccc2)CC1
0.5%	O=S(=O)(c1ccccc1)c1cnc(-c2cccnc2)nc1-c1ccc(Cl)c(Cl)c1
-16.7%	CCC(C(=O)NC(C)(C)C)N(C(=O)Cn1nnc(-c2cccs2)n1)c1cnc2ccccc2c1 (configuration not stated)
0.3%	Cc1ccc(NC(=O)c2ccc(N/N=C/c3cccc(O)c3)c([N+](=O)[O-])c2)cc1
-6.1%	Cc1ccc(-n2c(=O)cc(N3CC(C)CC(C)C3)[nH]c2=O)cc1 (configuration not stated)
6.8%	COCCn1c(SCc2nc3ccccc3s2)nc2ccccc21
2.1%	O=C(Cn1nc(Cl)nc1Cl)c1cc2ccccc2oc1=O
5.1%	Cc1c(NC(=O)c2ccccc2F)c(=O)n(-c2ccccc2)n1C
3.0%	Cc1csc(NC(=O)CCSCCc2ccccn2)n1
13.7%	C1=C(CCNC2=NCCCCC2)CCCC1
-18.7%	CC1=NN(c2ccccc2)C(=O)/C1=C\N1CC(C)OC(C)C1 (configuration not stated)
0.4%	COc1cccc(CNc2ccc(Br)cn2)c1O
-10.2%	O=C(c1ccc(Cl)cc1)N1CCN(c2ccc([N+](=O)[O-])c(N3CCOCC3)c2)CC1
3.4%	CC(C)Sc1nc(NCc2ccco2)c2c3c(sc2n1)COC(C)(C)C3
-1.3%	O=C(Cn1cnc2cc(Cl)ccc2c1=O)Nc1ccc2c(c1)OCO2
-6.1%	CN1C(=O)c2oc3ccc(Br)cc3c(=O)c2C1c1ccncc1 (configuration not stated)
-5.4%	Cc1ccccc1C(=O)Nc1ccc(N2CCOCC2)nc1
-13.5%	COc1ccc(C2=Nn3c(nnc3-c3ccccc3OC)SC2)cc1OC
1.6%	COC(=O)c1ccc(-n2cncn2)c(F)c1
-1.6%	Cc1cccc(CSc2cccc3cccnc23)c1
-3.9%	O=C(c1ccc(Cl)cc1)c1coc2ccc(O)cc12
-7.9%	CC(C)OC(=O)C1=C(N)N2C(=O)CSC2=C(C(=O)OC(C)C)C1
2.3%	COCCCn1c(SCC(N)=O)nnc1-c1ccccc1
-11.3%	O=C(CCCSc1nnnn1-c1ccccc1)c1ccc(F)cc1
-0.6%	O=c1[nH]c(=O)n(-c2ccc(Br)cc2)c(O)c1C=C1C=CC=N1
-7.5%	COc1cccc(-c2nnc(NC(=O)c3ccc(S(=O)(=O)N(CC(C)C)CC(C)C)cc3)o2)c1
1.6%	Cc1cc(OCc2ccc(F)cc2)nc(-c2ccccc2O)n1
0.2%	CC(=O)c1cccc(NC(=O)c2onc(C)c2Cl)c1
0.7%	C=CCNC(=O)C1CC(=O)N(c2ccc(OCC(=O)Nc3ccc(Cl)c(C(F)(F)F)c3)cc2)C1 (configuration not stated)
0.2%	CCOc1ccc(N(CC(=O)Nc2ccc(F)cc2)S(=O)(=O)c2ccc(SC)cc2)cc1
-3.8%	COc1ccc(N2C(=O)CC(Sc3nnc(-c4ccccc4)n3-c3ccccc3)C2=O)cc1 (configuration not stated)
-9.2%	COc1cc2nc(CN(CCC(C)C)Cc3nc4cc(OC)c(OC)cc4c(=O)[nH]3)[nH]c(=O)c2cc1OC
-1.3%	COC(=O)CSC1=C(C#N)C(c2ccc(C)cc2)C2=C(CCCC2=O)N1 (configuration not stated)
-23.3%	C=CCn1c(CCNC(=O)c2cccs2)nnc1SCC(=O)Nc1cccc(Cl)c1C
-6.5%	COc1cccc(-n2nnnc2SCC(=O)Nc2cccc(NC(C)=O)c2)c1
6.7%	CCN1CCN(c2cc(C)c3cc(NC(=O)c4ccc(Br)o4)ccc3n2)CC1

Entries from the list above containing two or more sulfur atoms:
mouse EphA4 binding	molecule
-6.4%	Cc1ccc(S(=O)(=O)Nc2ccc3nc(N)sc3c2)cc1
12.3%	CN(C)C(=S)NC1(C)CCS(=O)(=O)C1 (configuration not stated)
6.8%	COCCn1c(SCc2nc3ccccc3s2)nc2ccccc21
3.0%	Cc1csc(NC(=O)CCSCCc2ccccn2)n1
3.4%	CC(C)Sc1nc(NCc2ccco2)c2c3c(sc2n1)COC(C)(C)C3
0.2%	CCOc1ccc(N(CC(=O)Nc2ccc(F)cc2)S(=O)(=O)c2ccc(SC)cc2)cc1
-23.3%	C=CCn1c(CCNC(=O)c2cccs2)nnc1SCC(=O)Nc1cccc(Cl)c1C

Further records
mouse EphA4 binding	molecule
28.6%	O=c1[nH]c(=S)n(-c2ccccc2F)c(O)c1C=C1C=CC=N1
-4.9%	CCOC(=O)C1CCCN(C(=O)CCc2ccccc2)C1 (configuration not stated)
3.3%	CCN1C(=O)/C(=C\c2cccs2)C(C(=O)OC)=C1C
0.9%	COc1ccc(C(C(=O)NC2CCCCC2)N(C(=O)c2sc(C)nc2C)c2ccccc2C)cc1 (configuration not stated)
10.7%	Cc1cc(C(=O)NCCCN(C)C)ccc1[N+](=O)[O-]
9.9%	Cc1cc(C(=O)C(=O)NC(C)C)c(C)n1-c1ccc([N+](=O)[O-])cc1
18.1%	Cc1ccc(C(=O)Nc2ccc(NC(=O)c3ccc(Br)cc3)cc2)cc1
8.2%	COc1ccc(NC(=O)c2cccnc2)c(OC)c1
3.0%	O=C(O)C1CCCN1C(=O)c1cncc(Br)c1 (configuration not stated)
-9.9%	S=c1[nH]nc(-c2ccco2)n1/N=C/c1ccc(Br)s1
-2.6%	COc1ccc(OC)c(NC(=O)c2ccc(OCC(C)C)cc2)c1
-16.3%	C=CCn1c(-c2ccc(Cl)cc2)ccc(C#N)c1=O
1.6%	COCCn1c(C)cc(C2=NNC(=Nc3ccccc3F)SC2)c1C
-3.8%	CCOC(=O)/C(O)=C/c1ncc(C(F)(F)F)cc1Cl
-24.8%	Cc1ccccc1-c1noc(-c2ccccc2C(=O)N2CCCC2)n1
13.5%	COc1ccc(C(=O)N(Cc2ccc(N(C)C)cc2)C2CCS(=O)(=O)C2)cc1 (configuration not stated)
-0.3%	Cc1ccc(F)cc1NC(=O)c1cccc(N(C)C)c1
-21.4%	Cc1ccc(Nc2ncnc3nc[nH]c23)cc1Cl
-3.3%	Cn1nc(-c2ccc(Cl)cc2)c2cc(C(=O)NCCN3CCOCC3)sc21
3.6%	O=C(COc1ccccc1[N+](=O)[O-])Nc1ccc2oc(-c3cc(Br)ccc3Cl)nc2c1
3.4%	CC1=Nc2ccccc2/C1=C/c1sc(=N)n(-c2nccs2)c1O
-4.4%	CCc1cccc(NC(=O)Cc2cn(C)c3ccccc23)c1
-3.3%	CCOc1cc(/C=N/n2cnnc2)cc(Br)c1O
-2.1%	Cc1oc(=O)c(NC(=O)c2ccccc2)cc1C(=O)c1ccccc1
-10.9%	COc1ccccc1N1CCN(Cc2nc3ccsc3c(=O)[nH]2)CC1
-7.4%	COc1cc(OC)c(NC(=O)CCNC(=O)Cn2ccc3ccccc3c2=O)cc1Cl
-18.4%	O=C(OC(C(=O)NC1CCCC1)c1ccncc1)C1=Cc2ccccc2OC1 (configuration not stated)
-5.2%	C[N+](C)(C)CCCC(=O)c1ccc2c(c1)OCO2
-5.8%	O=C(/C=C/c1cccc(C(F)(F)F)c1)Nc1cccc(Br)c1
-0.9%	CC(C)OCCCNC(=O)c1ccc(NC(=O)C2CCCO2)cc1 (configuration not stated)
4.0%	Cc1nc2ccccn2c1C(=O)NC1CCCCC1
-13.2%	COc1ccc(C(C(=O)NC2CCCC2)N(C(=O)c2ccoc2C)c2cc(C)cc(C)c2)cc1 (configuration not stated)
0.8%	CC(C)C(NS(=O)(=O)c1cccc2nsnc12)C(=O)NCc1ccc2c(c1)OCO2 (configuration not stated)
-0.5%	Cc1cc(F)ccc1NCc1ccncc1
2.7%	CCC(C)(C)NC(=O)C(c1cccn1C)N(C(=O)Cn1nnc2ccccc21)c1ccc(OC)cc1 (configuration not stated)
-33.5%	CCCN1Cc2cccc(C(=O)N3CCN(c4ccc(F)cc4)CC3)c2C1=O
-4.6%	COC(=O)Cc1cc(=O)n2[nH]c(C)c(-c3ccccc3)c2n1
-2.4%	CCOC(=O)c1c(NC(=O)CSc2nc3ccccc3s2)sc(C)c1C
-3.1%	CCOC(=O)CCNC(=O)c1ccccc1Br
2.5%	COc1ccc(OC)c(CNC(=O)C2CCCN(c3nc4ccccc4o3)C2)c1 (configuration not stated)
-10.3%	COc1ccc(C(=O)NCC(=O)Nc2ccc(F)cc2)cc1OC
-6.5%	Cc1cc(Cl)c(S(=O)(=O)NC2CCCC2)cc1OCC(=O)NC1CCCCC1
-3.1%	CCCCOc1ccc(NC(=O)c2cncc(Br)c2)cc1
-6.1%	COc1ccc(/C=C2\SC(=O)N(CCc3nnc(N)s3)C2=O)cc1
-4.3%	Cn1nc(CC(=O)Nc2ccc3c(c2)CCC3)c2ccccc2c1=O
2.5%	N#CC1=C(N)Oc2c(ccc3cccnc23)C1c1ccc(Cl)cc1Cl (configuration not stated)
-2.2%	CC(=O)OC(C(=O)NCc1ccc(F)cc1)c1ccccn1 (configuration not stated)
-6.3%	CC1(C)C(c2cccs2)=NC(c2ccccc2)N1O (configuration not stated)
-12.7%	Cc1nnc(SCC(=O)N/N=C/c2cn(-c3ccccc3)nc2-c2ccc(F)cc2)n1-c1ccccc1
-3.9%	Fc1cccc(/C=N/N2CCN(Cc3cccc4ccccc34)CC2)c1

Remaining list, next part.
mouse EphA4 binding	molecule
2.8%	COc1ccccc1S(=O)(=O)Cc1ccc(C(=O)NCc2cccnc2)o1
-12.5%	CC(=O)c1cccc(NC(=O)C2CCN(S(=O)(=O)c3c(C)n[nH]c3C)CC2)c1
-5.8%	CC1=C(C(=O)OC(C)C)C(/C=C/c2ccccc2)NC(=O)N1 (configuration not stated)
-15.9%	O=C(NCCCN1CCOCC1)c1coc2ccccc2c1=O
-15.7%	CCOc1ccc(C(=O)Nc2cccc(C)n2)cc1
-0.5%	CCNC(=O)CC1C(=O)N(C)C(=S)N1NC(=O)c1ccc(Cl)cc1 (configuration not stated)
0.9%	CCC(C(=O)NC1CCCC1)N(C(=O)Cn1nnc(-c2ccc(OC)c(OC)c2)n1)C1CCCCC1 (configuration not stated)
8.6%	COC(=O)c1ccccc1CCC(C)=O
27.9%	COCCCn1c(Cc2csc(Nc3cccc(Cl)c3)n2)nnc1SCC(=O)OC
-2.1%	COCCNC(=O)COC(=O)c1nsc(Cl)c1Cl
-15.3%	O=C(CCc1ccccc1)ONC(=O)c1ccc(Cl)cc1
15.6%	Cc1onc(-c2ccccc2Cl)c1C(=O)N(Cc1nc(-c2ccccc2)no1)C1CCCCC1
4.9%	CC(NC(=O)NC(=O)c1cccc([N+](=O)[O-])c1)C1CC1 (configuration not stated)
-0.9%	O=C(N/N=C/C=C/c1ccccc1)c1ccccc1Br
-4.5%	Cc1cc(C)c2c(=O)[nH]c(SCC(=O)N(C)C)nc2n1
5.1%	O=C(CSC1=Nc2ccccc2C2=NC(c3ccccc3)C(=O)N12)NCC1CCCO1 (configuration not stated)
-3.6%	Cc1[nH]c2c(C)cccc2c1CCNC(=O)c1ccc2c(c1[N+](=O)[O-])C(=O)c1ccccc1C2=O
-13.6%	Cc1ccccc1NC(=O)CN1CCC(n2nnc3ccccc32)CC1
1.0%	N#CC1=C2SCN(Cc3ccco3)CN2C(=O)CC1c1cccc2ccccc12 (configuration not stated)
-8.0%	Cc1ccc(/C(O)=C2\C(=O)C(=O)N(c3cc(C)on3)C2c2cccc(Cl)c2)cc1 (configuration not stated)
-0.9%	O=C(O)c1ccc(OC2CSC2)cc1
-7.2%	COCCn1c(C)cc(C(=O)CSc2nnc(-c3cccnc3)n2-c2ccccc2F)c1C
-5.2%	CCOC(=O)c1[nH]c2ccc(Br)cc2c1NC(=O)CNC
4.0%	Cc1cccc(C(C)C)c1-n1nnnc1-c1ccccc1
2.6%	O=C1C2=C(NC3=C(C(=O)c4ccccc43)C23C(=O)Nc2ccccc23)c2ccccc21

Some of these compounds in order of length of the SMILES, largest number first:
mouse EphA4 binding	molecule
27.9%	COCCCn1c(Cc2csc(Nc3cccc(Cl)c3)n2)nnc1SCC(=O)OC
-0.9%	CC(C)OCCCNC(=O)c1ccc(NC(=O)C2CCCO2)cc1 (configuration not stated)
2.3%	COCCCn1c(SCC(N)=O)nnc1-c1ccccc1

Next records follow:
mouse EphA4 binding	molecule
-3.5%	CC1(C)CN(c2ccccc2)N(Cc2ccc(F)cc2)C1=O
6.5%	Cc1cc(N2CCN(S(=O)(=O)c3ccccc3)CC2)c2ccccc2n1
2.8%	Cn1c(=O)c2cnc(N3CCOCC3)nc2n(C)c1=O
-17.0%	COc1ccc(NC(=O)C2CCCN2S(=O)(=O)c2ccc3c(c2)CCC(=O)N3)c(OC)c1 (configuration not stated)
15.9%	CCOc1cc(C2C3=C(CCCC3=O)NC3=C2C(=O)CCC3)cc(Cl)c1O
-20.7%	COc1ccc(C(=O)N2CCN(c3ccccn3)CC2)cc1
-10.3%	COc1ccc(CCNC(=O)COC(=O)c2cnc(C)cn2)cc1OC
